PglD DTNB – C. jejuni PglD acetyltransferase inhibitors, primary screen, biochemical, DTNB colorimetric, single point. UDP-N-acetylbacillosamine N-acetyltransferase PglD (Campylobacter jejuni). purified PglD enzyme, DTNB colorimetric CoA detection. inhibition, % at 12.5 µM. hit rate 0.098% among 360,000; in the data active means inhibition above about 16%, passing the limit was not always enough; inconclusive means no clear call, values can overlap the other calls; further: strong numbers were not always called active
E-sel inducer – E-selectin induction in HUVECs, primary screen, imaging, HUVEC, immunofluorescence imaging, single point; P16581; normalized: neutral wells 0, TNF-alpha wells 100; activation, % at 7.58 µM; hit rate 0.37% among 260,000; AID 686992, 2013;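 active means mean E-selectin-positive cell signal at least 10% of the positive control, reached in at least 60% of replicates, without over 20% cell loss; inconclusive means no rule given, readout overlaps actives, possibly toxicity-flagged; inactive means the rest, including those meeting only one limit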;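 further: in these data hits start at about 27%; measured in HUVEC primary endothelial cells; signal is the percent of cells scored E-selectin positive by PE staining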
Target sequence (P16581 whole entry, looked up): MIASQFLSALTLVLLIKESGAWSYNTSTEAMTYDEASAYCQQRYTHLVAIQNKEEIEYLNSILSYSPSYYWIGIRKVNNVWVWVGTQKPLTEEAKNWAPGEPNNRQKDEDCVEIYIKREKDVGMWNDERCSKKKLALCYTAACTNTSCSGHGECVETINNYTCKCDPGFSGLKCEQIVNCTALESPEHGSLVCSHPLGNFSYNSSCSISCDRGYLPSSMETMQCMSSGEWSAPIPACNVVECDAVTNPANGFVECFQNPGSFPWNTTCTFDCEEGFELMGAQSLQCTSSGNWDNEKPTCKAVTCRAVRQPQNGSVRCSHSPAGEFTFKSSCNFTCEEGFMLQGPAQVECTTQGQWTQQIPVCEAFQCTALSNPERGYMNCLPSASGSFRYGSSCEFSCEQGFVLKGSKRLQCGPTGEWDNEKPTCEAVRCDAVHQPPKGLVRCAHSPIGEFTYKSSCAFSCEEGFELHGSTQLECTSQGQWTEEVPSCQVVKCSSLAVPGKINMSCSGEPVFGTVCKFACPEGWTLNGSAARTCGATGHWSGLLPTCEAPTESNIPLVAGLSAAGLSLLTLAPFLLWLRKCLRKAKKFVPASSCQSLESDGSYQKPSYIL
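Test system: HUVEC | Signal: Immunofluorescence imaging | Read-out: Percent E-selectin-positive cells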
Statin myotox sup – suppressors of statin myotoxicity in C2C12 myotubes, primary screen, cell-based, single point, plate reader. C2C12 myotubes + simvastatin, ATP luminescence, 48 h; scaled: DMSO 0, geranylgeraniol control 100. rescue of ATP level, % at 7.49 µM. hit rate 0.78% among 330,000;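 active means mean ATP rescue above about 67%, or every replicate alone reaching that limit, limit read from the data, passing the limit was not always enough; inconclusive means no clear call, values can overlap the other calls; inactive means mean under the limit and some replicate under it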;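 further: myotubes were challenged with 10 µM simvastatin during compound exposure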
DENV2 CPE rescue – inhibitors of DENV2 cytopathic effect, primary screen, cell-based, plate reader, single concentration | DENV2-infected cells, cytopathic effect rescue | CPE inhibition, % at 9.99 µM | hit rate 1.7% among 350,000 | AID 651640, 2012; in the data active means CPE inhibition above about 20%, passing the limit was not always enough; inconclusive means no clear call, values can overlap the other calls; tested in BHK-21 cells;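 further: 0% = median of neutral control wells and 100% = median of positive control wells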
S100A4 MyoIIA – inhibitors of S100A4-myosin IIA peptide binding, primary screen, biochemical, fluorescence polarization, TAMRA-MyoIIA peptide | inhibition, % at 10.7 µM | Protein S100-A4 (Homo sapiens), P26447 | hit rate 0.14% among 360,000;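 active means mean inhibition of at least 70% across replicates, with every replicate also reaching that level; inconclusive means mean inhibition reaches 70% but some replicates fall short; inactive means mean inhibition below 70%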
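assay system = human S100A4 monomer with TAMRA-labelled myosin IIA peptide | also added = labelled myosin peptide probe, 5 nM | incubation = 5 min between mix addition and reading | control set = DMSO and TFP controls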
ERp5 inh – inhibitors of ERp5-driven insulin aggregation, primary screen, biochemical, turbidity, absorbance 650 nm, single point | Protein disulfide-isomerase A6 (Homo sapiens), Q15084 | 90 min | inhibition, % at 9.99 µM | hit rate 0.05% among 350,000;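 active means mean replicate inhibition above about 25%, with every replicate also reaching it, limit read from the data, passing the limit was not always enough; inconclusive means only one of those two criteria met; inactive means neither criterion met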
Target sequence (Q15084 whole entry, looked up): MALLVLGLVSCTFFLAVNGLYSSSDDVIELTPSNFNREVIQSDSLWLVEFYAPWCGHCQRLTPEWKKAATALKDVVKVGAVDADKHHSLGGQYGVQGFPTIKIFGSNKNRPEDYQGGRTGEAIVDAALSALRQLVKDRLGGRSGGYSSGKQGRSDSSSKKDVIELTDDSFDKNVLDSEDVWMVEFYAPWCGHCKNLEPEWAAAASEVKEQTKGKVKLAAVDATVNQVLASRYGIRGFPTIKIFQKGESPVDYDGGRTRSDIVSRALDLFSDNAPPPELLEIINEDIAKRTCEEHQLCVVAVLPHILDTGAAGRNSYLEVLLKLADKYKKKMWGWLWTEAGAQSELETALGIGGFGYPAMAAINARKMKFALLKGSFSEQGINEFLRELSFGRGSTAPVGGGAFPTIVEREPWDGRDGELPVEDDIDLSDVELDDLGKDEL
SIRT5 block – SIRT5 desuccinylase inhibitors, primary screen, biochemical, fluorescence imaging, single point, set 5 | NAD-dependent protein deacylase sirtuin-5, mitochondrial (Homo sapiens), Q9NXA8 | Purified SirT5, succinyl-peptide AMC, trypsin-coupled fluorescence | inhibition, % at 15 µM | hit rate 1.1% among 330,000 | AID 652115, 2013; in the data active means inhibition above about 15%; inconclusive means no clear call, values can overlap the other calls
* marks the source's active call; other numbers are inactive results; ? = inconclusive; . = no result given. Some of the compounds tested; rates above refer to the full screens.

Compound,PglD DTNB,E-sel inducer,Statin myotox sup,DENV2 CPE rescue,S100A4 MyoIIA,ERp5 inh,SIRT5 block
C[C@H]1CN([C@@H](C)CO)C(=O)Cc2cc(NC(=O)Nc3ccc(F)cc3)ccc2O[C@H]1CN(C)S(=O)(=O)c1ccccc1,3,3.0,-30,2,-51,-1,4
Cc1ccn2c(=S)[nH]nc2c1,-3,0.0,-8,6,-6,-2,.
C[C@H](CO)N1C[C@H](C)[C@H](CN(C)C(=O)Nc2ccc(C(F)(F)F)cc2)Oc2ccc(NC(=O)Nc3ccc4c(c3)OCO4)cc2CC1=O,-2,0.2,24,6,-6,6,5
CC1CCCCN1S(=O)(=O)Cc1ccccc1Cl (stereo not drawn),3,-0.3,3,0,0,3,0
CC(C)C1C(=O)N(Cc2cn(CC3CCCCC3)nn2)CCS(=O)(=O)N1Cc1ccc(-c2ccc(Cl)cc2)cc1 (stereo not drawn),.,-1.6,5,?,-2,3,-3
CCCc1cc(Nc2c(C)n(C)n(-c3ccccc3)c2=O)n2c(nc3ccccc32)c1C#N,1,-0.2,104*,.,.,.,.
C[C@@H]1CN([C@@H](C)CO)C(=O)c2cc(NC(=O)Cn3cnnn3)ccc2O[C@@H]1CN(C)C(=O)Nc1ccccc1,2,0.4,.,-2,-10,11,-6
Cc1ccc(S(=O)(=O)N(C)C[C@H]2Oc3c(NS(=O)(=O)c4ccc(Cl)cc4)cccc3C(=O)N([C@H](C)CO)C[C@@H]2C)cc1,2,3.2,-22,-3,-5,7,-7
CCC(=O)c1ccc(OCC(=O)OCC(=O)c2cc(C)n(CC3CCCO3)c2C)cc1 (stereo not drawn),-3,-0.3,-3,6,2,-5,0
COc1ccc(C(=O)N2CCC(C(N)=O)CC2)cc1S(=O)(=O)N1CCCC1,-2,-0.7,-2,6,1,.,-3
CCCCSc1nc(SCC(=O)NCc2ccco2)c2c3c(sc2n1)COC(C)(CC)C3 (stereo not drawn),-5,-2.1,-6,.,.,.,.
CCCNC(=O)Nc1ccc2c(c1)OC[C@@H](C)N(CCC)C[C@@H](C)[C@@H](OC)CN(C)C2=O,-2,-0.3,17,4,10,1,1
C=CCN=C1NC(c2ccccc2C(F)(F)F)C(C(=O)OC)=C(C)N1Cc1cccc(C(F)(F)F)c1 (stereo not drawn),.,1.4,.,-3,-2,5,-4
CCc1nc2ccc(C(=O)NCCCn3ccnc3)cn2c1N(CC)Cc1cccc(Br)c1,-5,-0.9,-36,-13,2,7,.
O=C(Nc1ccccc1N1CCCC1)C1CC(=O)N(Cc2ccccc2)C1 (stereo not drawn),0,.,12,9,0,-2,0
COc1cccc(C(c2c(N)[nH]c(=S)[nH]c2=O)c2c(N)[nH]c(=S)[nH]c2=O)c1,-3,13,.,2,1,-1,-3
CC1(C(=O)NCC(F)(F)F)CCN1C(=O)C1(c2ccccc2)CC1 (stereo not drawn),-6,0.8,1,-8,-1,6,.
O=C(Nc1nc(-c2ccccn2)cs1)c1ccccc1-n1cnnn1,-4,0.5,-26,-1,-3,?,-2
CCOC(=O)C1CCN(C(=O)c2cccc(S(=O)(=O)N(CC)c3ccccc3)c2)CC1,1,-0.4,-10,12,-12,0,-2
Cc1ccc(S(=O)(=O)N(C)C[C@@H]2Oc3ccc(NC(=O)Cc4ccccc4)cc3C(=O)N([C@@H](C)CO)C[C@@H]2C)cc1,-1,2.4,-39,?,6,-4,1
COc1ccc(S(=O)(=O)N(C)C[C@H]2OCCCC[C@@H](C)Oc3ccc(NC(=O)NC4CCCCC4)cc3C(=O)N([C@@H](C)CO)C[C@H]2C)cc1,0,.,.,4,-7,-1,0
CN(CC(=O)NCc1ccncc1)S(=O)(=O)c1cc(Cl)ccc1Cl,9,.,5,-5,-1,-3,-8
COCCNc1nc(Nc2ccc(F)cc2)c2sccc2n1,2,0.0,1,1,-5,1,-4
Cc1ccnc(NCc2ccc(Cl)cc2)c1,-3,.,29,-2,-3,-6,-6
CCn1cc(C=O)c2cc(S(=O)(=O)N3CCOCC3)ccc21,.,.,.,4,-3,-5,2

Next section
Compound,PglD DTNB,E-sel inducer,Statin myotox sup,DENV2 CPE rescue,S100A4 MyoIIA,ERp5 inh,SIRT5 block
Cc1cc(NC(=O)Nc2ccccc2F)ccc1Br,40*,.,-11,-4,-3,1,-9
COc1ccc(CCNc2oc(COc3ccc(Br)cc3)nc2C#N)cc1OC,1,1.1,11,?,1,0,0
CCN1CCN(C(=S)NCc2ccc(C)cc2)CC1,2,1.8,.,1,10,0,-5
COc1cccc(C2C(C#N)=C(N)N(N(C)C)C3=C2C(=O)CCC3)c1 (stereo not drawn),-2,-0.1,-6,-2,-5,2,-1
Cc1noc(C)c1S(=O)(=O)Nc1ccc2c(c1)CC(=O)N([C@@H](C)CO)C[C@H](C)[C@H](CN(C)S(=O)(=O)c1ccc(Cl)cc1)O2,-4,-4.2,-27,8,-30,0,-2
CCc1ccc(NC(=O)c2cccc(NC3=NC4CS(=O)(=O)CC4S3)c2)cc1 (stereo not drawn),-8,-0.4,3,10,-4,-3,-2
CCN1CCN(S(=O)(=O)c2cccc3nsnc23)CC1,-2,.,-1,?,2,2,4
Cc1ccc(S(=O)(=O)Nc2ccc3c(c2)C(=O)N([C@H](C)CO)C[C@@H](C)[C@H](CN(C)S(=O)(=O)c2ccc(C)cc2)O3)cc1,3,-0.2,10,18,6,-1,3
O=C(N[C@@H]1CC[C@H](CCNS(=O)(=O)c2ccc(F)cc2)O[C@H]1CO)c1cccc(F)c1,2,-0.4,-4,-1,-8,13,-1
Cc1cc(C(=O)Nc2cccc3c2O[C@H](CN(C)S(C)(=O)=O)[C@H](C)CN([C@@H](C)CO)C3=O)n(C)n1,1,.,.,-9,5,1,5
COc1ccc(CN2C(=O)CSCC2(C)C(=O)Nc2ccc3c(c2)OCCO3)cc1 (stereo not drawn),.,0.2,.,-7,-2,0,-1
CC(C)NC(=O)[C@@]1(C)c2ccccc2C(=O)N(Cc2ccc(OC(F)(F)F)cc2)[C@H]1c1ccc(CO)cc1,3,.,.,-11,-24,-1,0
COc1cccc(-c2nc(CS(=O)(=O)CC(=O)Nc3c(C)cccc3C)c(C)o2)c1,1,0.0,-2,?,7,1,0
CCOC(=O)C1=C(C)NC(C)=C(C(=O)OCC)C1C(=O)OCC(=O)N(CC)C1CCS(=O)(=O)C1 (stereo not drawn),1,4.4,-1,0,-9,2,-2
O=C(NCC1CCCO1)c1ccc2c(c1)N(Cc1ccccc1)C(=O)CS2=O (stereo not drawn),5,0.4,17,1,-7,4,-1
CCC(=O)N1[C@@H](CO)[C@@H]2c3ccccc3N(C(=O)c3ccncc3)C[C@@H]21,2,0.0,1,3,3,1,2
C#CC1(O)CC(C)N(C)C(C)C1 (stereo not drawn),-6,-0.3,3,.,.,.,.
O=C(CCC1CCN(C(=O)CC2=CCCCC2)CC1)NCc1ccc(F)cc1,-2,-0.1,-10,-5,-1,1,-2
CCCC(=O)Nc1ccc2c(c1)C(=O)N(C)C[C@H](OC)[C@H](C)CN(C(=O)c1cnccn1)[C@@H](C)CO2,0,-0.1,-8,-2,-9,1,-7
Cc1ccc(/C=C/C(=O)O)cc1S(=O)(=O)N(C)CCO,.,-1.5,.,.,-87,-4,-4
Cc1cc(S(=O)(=O)NCc2ccccc2)ccc1OCC(=O)NCc1ccncc1,3,0.0,-7,4,-3,8,-5
CNC(=O)C[C@H]1CC[C@@H]2[C@H](COC[C@H](O)CN2Cc2ccncc2)O1,1,0.0,-6,-3,-7,-5,-7
COc1ccc(NC(=O)N(C)C[C@H]2Oc3ccc(NC(=O)c4ccncc4)cc3CC(=O)N([C@H](C)CO)C[C@H]2C)cc1,-2,42*,-8,10,5,1,-2
Cc1ccc(CN(C)C(=O)C2CCC(=O)N(C3CCCCCC3)C2)cc1 (stereo not drawn),0,.,19,0,-2,2,-15
OC[C@H]1[C@@H](c2ccc(-c3ccccc3F)cc2)[C@@H]2CN(Cc3ccncc3)CCCCN12,2,0.1,.,.,.,-6,.

Following part.
Compound,PglD DTNB,E-sel inducer,Statin myotox sup,DENV2 CPE rescue,S100A4 MyoIIA,ERp5 inh,SIRT5 block
COc1ccc2oc(C(=O)OCC(=O)N3CCCC3=O)c(C)c2c1,0,-0.7,9,2,-2,-2,-4
COc1cccc(C2CC(c3ccccc3OC)n3ncnc3N2)c1 (stereo not drawn),-1,0.0,-4,-2,-4,1,.
O=C(C[C@H]1C=C[C@@H](NC(=O)c2ccncc2)[C@H](CO)O1)NCc1ccncn1,.,0.0,.,5,-4,-10,6
COc1ccc(NC(=O)CSc2nnc3ccc(-c4ccccn4)nn23)c(OC)c1,-2,.,-1,-4,0,2,1
CCOC(=O)N1N=C(c2ccccc2)CC1(O)C(C)(F)F (stereo not drawn),.,0.2,.,-1,-10,-3,-1
C[C@@H]1CN([C@H](C)CO)C(=O)c2cc(-c3ccccc3F)cnc2O[C@H]1CN(C)C(=O)C1CCOCC1,-4,0.1,4,0,13,6,4

Copied from the listing, twelve compounds:
Compound,PglD DTNB,E-sel inducer,Statin myotox sup,DENV2 CPE rescue,S100A4 MyoIIA,ERp5 inh,SIRT5 block
CCCC(=O)Nc1ccc2c(c1)C(=O)N(C)C[C@H](OC)[C@H](C)CN(C(=O)c1cnccn1)[C@@H](C)CO2,0,-0.1,-8,-2,-9,1,-7
Cc1ccc(/C=C/C(=O)O)cc1S(=O)(=O)N(C)CCO,.,-1.5,.,.,-87,-4,-4
Cc1cc(S(=O)(=O)NCc2ccccc2)ccc1OCC(=O)NCc1ccncc1,3,0.0,-7,4,-3,8,-5
CNC(=O)C[C@H]1CC[C@@H]2[C@H](COC[C@H](O)CN2Cc2ccncc2)O1,1,0.0,-6,-3,-7,-5,-7
COc1ccc(NC(=O)N(C)C[C@H]2Oc3ccc(NC(=O)c4ccncc4)cc3CC(=O)N([C@H](C)CO)C[C@H]2C)cc1,-2,42*,-8,10,5,1,-2
Cc1ccc(CN(C)C(=O)C2CCC(=O)N(C3CCCCCC3)C2)cc1 (stereo not drawn),0,.,19,0,-2,2,-15
OC[C@H]1[C@@H](c2ccc(-c3ccccc3F)cc2)[C@@H]2CN(Cc3ccncc3)CCCCN12,2,0.1,.,.,.,-6,.
COc1ccc2oc(C(=O)OCC(=O)N3CCCC3=O)c(C)c2c1,0,-0.7,9,2,-2,-2,-4
COc1cccc(C2CC(c3ccccc3OC)n3ncnc3N2)c1 (stereo not drawn),-1,0.0,-4,-2,-4,1,.
O=C(C[C@H]1C=C[C@@H](NC(=O)c2ccncc2)[C@H](CO)O1)NCc1ccncn1,.,0.0,.,5,-4,-10,6
COc1ccc(NC(=O)CSc2nnc3ccc(-c4ccccn4)nn23)c(OC)c1,-2,.,-1,-4,0,2,1
CCOC(=O)N1N=C(c2ccccc2)CC1(O)C(C)(F)F (stereo not drawn),.,0.2,.,-1,-10,-3,-1

Screening results: PubChem BioAssay, Broad Institute
